Kir21 block = blocks the mouse Kir2.1 inward-rectifier potassium channel. P35561. HEK293-Kir2.1, FluxOR thallium flux fluorescence; active compounds read low. 310,000 compounds, 0.85% hits. AID 1672. B-score at 10 µM;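 active means fluorescence ratio B-score at or below minus 3 SD of library scores, with starting-brightness B-score within 2 SD, cut at about -4.2 in these data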;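 further: channel flux triggered by added potassium and thallium sulfate stimulus; B-score of peak minus minimum fluorescence over baseline after thallium stimulus; more negative B-score means stronger Kir2.1 block with less thallium influx; some compounds called inactive have numbers as strong as hits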
Target sequence (P35561 whole entry, looked up): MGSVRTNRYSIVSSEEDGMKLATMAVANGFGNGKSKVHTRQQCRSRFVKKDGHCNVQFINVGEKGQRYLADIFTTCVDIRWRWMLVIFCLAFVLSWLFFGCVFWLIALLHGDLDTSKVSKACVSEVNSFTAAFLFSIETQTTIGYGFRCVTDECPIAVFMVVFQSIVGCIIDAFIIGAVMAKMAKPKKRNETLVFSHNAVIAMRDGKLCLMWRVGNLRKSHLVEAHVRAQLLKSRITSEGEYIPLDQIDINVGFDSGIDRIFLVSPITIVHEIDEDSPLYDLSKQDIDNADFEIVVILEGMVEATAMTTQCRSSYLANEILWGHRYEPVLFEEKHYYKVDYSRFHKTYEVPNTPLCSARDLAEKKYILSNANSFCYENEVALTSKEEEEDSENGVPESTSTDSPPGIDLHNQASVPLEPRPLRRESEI
CHT block = inhibitors of human choline transporter CHT; Q9GZV3; B-score at 10 µM; CHT-expressing cells, membrane potential dye, choline response; active compounds read low; 310,000 compounds, 0.86% hits;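 active means B-score over 3 SD under the library average, and starting fluorescence ratio not unusually high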;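 further: choline stimulus applied at its EC90 after an EC20 pre-addition; B-score computed on integrated fluorescence ratio after choline addition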
Target sequence (Q9GZV3 whole entry, looked up): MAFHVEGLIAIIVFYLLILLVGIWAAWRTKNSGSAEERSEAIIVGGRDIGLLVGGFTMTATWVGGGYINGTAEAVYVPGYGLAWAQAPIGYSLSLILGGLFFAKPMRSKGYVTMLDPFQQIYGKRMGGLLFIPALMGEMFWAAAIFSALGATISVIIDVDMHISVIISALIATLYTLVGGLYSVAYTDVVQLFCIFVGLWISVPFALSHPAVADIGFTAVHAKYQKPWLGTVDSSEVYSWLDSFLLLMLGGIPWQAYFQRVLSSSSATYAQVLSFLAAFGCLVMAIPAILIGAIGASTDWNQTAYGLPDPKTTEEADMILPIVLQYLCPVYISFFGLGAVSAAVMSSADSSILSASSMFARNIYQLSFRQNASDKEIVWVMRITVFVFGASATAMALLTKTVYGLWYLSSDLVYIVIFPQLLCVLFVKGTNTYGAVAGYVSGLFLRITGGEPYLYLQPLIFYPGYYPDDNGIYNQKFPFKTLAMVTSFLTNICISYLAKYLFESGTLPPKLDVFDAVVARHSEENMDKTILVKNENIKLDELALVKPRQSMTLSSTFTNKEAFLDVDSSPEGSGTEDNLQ
Starred values were filed as active, the others as inactive; i = inactive; . = not tested or not shown.

| No. | Kir21 block | CHT block | Compound |
| --- | --- | --- | --- |
| 1 | 1.4 | i | N#C/C(=C\Nc1ccc2c(c1)OCCO2)c1nc2ccccc2[nH]1 |
| 2 | -2.7 | i | Cc1ccc(S(=O)(=O)N/N=C/c2ccc(OS(=O)(=O)c3ccc(C)c([N+](=O)[O-])c3)cc2)cc1 |
| 3 | 0.02 | i | O=C(Cc1ccccc1)NCC(=O)OCC(=O)c1ccc(Cl)cc1 |
| 4 | -2 | i | O=C(Nc1ccc([N+](=O)[O-])cc1)C(=O)Nc1cccc(C(=O)O)c1 |
| 5 | -0.51 | i | CSc1nc2sc3c(c2c(=O)n1CC(C)C)CC(C)(C)OC3 |
| 6 | -0.07 | i | O=C(NCCc1ccccc1F)/C(=C/c1cccnc1)NC(=O)c1ccccc1 |
| 7 | 0.98 | i | COC(=O)c1ccccc1Oc1nc(Cl)cc(OC)n1 |
| 8 | 0.27 | i | CCOC(=O)C1(Cc2cccc(OC)c2)CCN(Cc2cnc(N)nc2)CC1 |
| 9 | 0.57 | i | COc1ccc(/C=N/OCC(=O)N2CC3(C)CC2CC(C)(C)C3)cc1OC (stereo not given) |
| 10 | -0.09 | i | CN1CCN(C(=O)C23CCC(C)(C(=O)C2Br)C3(C)C)CC1 (stereo not given) |
| 11 | 0.6 | i | c1ccc(CCOn2ccnc2)cc1 |
| 12 | -0.58 | i | COc1ccc(CCNC(=S)Nc2cccc3ccccc23)cc1 |
| 13 | -0.97 | i | O=C(NCc1ccc(F)cc1)C1C2C=CC3(CN(Cc4cccnc4)C(=O)C13)O2 (stereo not given) |
| 14 | 0.44 | i | CCO/C=C1/C(=O)N(c2ccccc2OC)C(=O)c2ccccc21 |
| 15 | 0.2 | i | O=C(c1ccc(F)cc1)N1CCN(C(=O)c2ccc([N+](=O)[O-])cc2)CC1 |
| 16 | -1.4 | i | CC(=O)Nc1ccc(C(=O)OCC(=O)N(Cc2ccccc2)C(C)(C)C)cc1 |
| 17 | -0.12 | i | CC(=O)c1ccc(-c2ccc(C(=O)N(C)c3c(N)n(Cc4ccccc4)c(=O)[nH]c3=O)o2)cc1 |
| 18 | 1.5 | i | O=C(CS(=O)(=O)c1ccccc1)NCc1ccco1 |
| 19 | -0.78 | i | Cc1nn(-c2ccccc2)c2c1C(c1c(C)[nH]c(C#N)c1C)C(C#N)=C(N)O2 (stereo not given) |
| 20 | -7.7* | i | c1ccc(CSc2nnc(-c3cccs3)n2Cc2ccco2)cc1 |
| 21 | -0.71 | i | Cc1cc(C)c2cc(CN(Cc3cccs3)Cc3nnnn3CC3CCCO3)c(=O)[nH]c2c1 (stereo not given) |
| 22 | -0.18 | i | C(=N\n1cnnc1)/c1cccnc1 |
| 23 | -0.42 | i | COc1ccccc1/C=C/C(=O)NCc1cccnc1 |
| 24 | 1.5 | i | CC12CC(c3ccccc3O1)C(C(=O)NCc1ccccc1)C(=O)N2 (stereo not given) |
| 25 | 0.19 | i | COc1ccc(NC(=S)N2CCC(C(=O)c3ccc(C)cc3)CC2)c(OC)c1 |
| 26 | -0.03 | i | O=c1[nH]c(C2CC2)nc2sc3c(c12)CCCC3 |
| 27 | -0.47 | i | O=S(=O)(Nn1cnnc1)c1ccc(F)cc1 |
| 28 | -2.6 | i | Cc1ccc(S(=O)(=O)N2CCN(c3ccc([N+](=O)[O-])c(NCCN4CCOCC4)c3)CC2)cc1 |
| 29 | 0.06 | i | CCCCn1nnnc1SCC(=O)NNC(=O)C1CCCCC1 |
| 30 | 0.39 | i | CC(C)c1ccc(N(CC(=O)N2CCOCC2)S(C)(=O)=O)cc1 |
| 31 | -0.56 | i | CC(=O)Nc1ccc(C(=O)COC(=O)CCS(=O)(=O)c2ccccc2)cc1 |
| 32 | -1 | i | CN(CCOC(=O)c1ccc2c(c1)OCCO2)C(C)(C)C |
| 33 | 0.18 | i | CN(CC(=O)Nc1ccc(F)cc1)c1ccc(S(=O)(=O)N2CCCCC2)cc1[N+](=O)[O-] |
| 34 | -0.03 | i | CC(=O)Nc1ccccc1Nc1cc(C#N)c(C#N)cc1[N+](=O)[O-] |
| 35 | 1.7 | i | CNc1ccc(Br)cc(C(=O)/C=C/c2cccc(OC)c2OC)c1=O |
| 36 | 0.78 | i | COc1cc(OC)c(OC)cc1CN1CCN(Cc2ccco2)CC1 |
| 37 | 0.19 | i | CC(=O)N1CC(=O)N(CC(=O)Nc2ccc(Br)cc2)C1=S |
| 38 | 0.12 | i | Cc1ccc(CN2C(=O)C(Cc3ccccc3)Nc3ncnc(N4CCN(c5ccccc5)CC4)c32)cc1 (stereo not given) |
| 39 | -0.38 | i | COc1ccccc1NC(=O)C1CCCN1C(=O)NC1CCCCC1 (stereo not given) |
| 40 | -1.4 | i | CS(=O)(=O)N1N=C(c2cccs2)CC1c1ccccc1 (stereo not given) |
| 41 | -3.3 | i | O=C(CCCSc1nc2ccccc2c(=O)[nH]1)c1ccc(F)cc1 |
| 42 | 3.5 | i | NC(=O)C1(c2ccccc2)CCCN1C(=O)c1ccc(Br)cc1 (stereo not given) |
| 43 | 0.9 | i | Cc1cccc(/C=N\Nc2cn[nH]c(=O)c2Cl)c1 |
| 44 | 1.5 | i | CN1CCN(NS(=O)(=O)c2ccc(Cl)cc2)CC1 |
| 45 | 0.82 | i | COc1ccccc1-n1c(SCC(=O)N2CCOCC2)nc(O)cc1=O |
| 46 | -0.04 | i | NCCCC[C@H](N)c1nnc([C@H](CC(=O)O)NC(=O)C2CCNCC2)o1 |
| 47 | 0.04 | i | O=C(NCc1ccc(F)cc1)N[C@@H](Cc1ccccc1)C(=O)O |
| 48 | -0.02 | i | CS(=O)c1ccccc1O (stereo not given) |
| 49 | -2 | i | O=C(CCSCc1cccc(Cl)c1)NCCc1ccc(Cl)cc1 |
| 50 | 0.77 | i | COc1ccccc1NS(=O)(=O)c1ccc(C)c(NC(=O)NCCCl)c1 |
| 51 | -0.99 | i | Cc1cccc(Cc2nnc(CCC(=O)NCc3cn4ccccc4n3)o2)c1 |
| 52 | 0.28 | i | CC(C)C(NC(=O)OCc1ccccc1)C(=O)OCC(=O)NCc1ccco1 (stereo not given) |
| 53 | -0.63 | i | O=C(Cc1ccc(F)cc1)N/N=C/c1ccc2c(c1)OCO2 |
| 54 | -0.63 | i | COc1ccc(Nc2nc(C)cc(-c3cc(-c4ccccc4)on3)n2)cc1 |
| 55 | 0.72 | i | COC(=O)/C(C#N)=C/c1c(-c2ccccc2)nc2n1CCS2 |
| 56 | -1.7 | -5* | O=C(CN1CCC(NC(=O)c2ccccc2F)CC1)Nc1ccc2c(c1)OCCO2 |
| 57 | 0.15 | i | COc1cc2[nH]c(C(=O)NCCc3ccccc3)cc2c(OC)c1OC |
| 58 | 0.63 | i | COc1cccc(NC(=O)Cc2c(C(=O)O)[nH]c3ccccc23)c1 |
| 59 | 0.68 | i | O=C(CCc1ccccc1)NNC(=O)c1cc(Cl)ccc1O |
| 60 | 0.48 | i | CCN1C(=O)[C@@H]2[C@@H](c3ccc(-c4ccc5c(c4)OCO5)cc3)N3CCCC[C@@]3(C(=O)OC)[C@@H]2C1=O |

More results:
| No. | Kir21 block | CHT block | Compound |
| --- | --- | --- | --- |
| 61 | 0.47 | i | Cc1cccc(C)c1OCC(=O)Nc1ccc(N2CCOCC2)cc1 |
| 62 | 0.61 | i | CCCn1c(SCc2nc3sc(C)c(C)c3c(=O)[nH]2)nc2ccccc2c1=O |
| 63 | -0.85 | i | O=C(CCN1CCN(Cc2ccccc2)CC1)Nc1cccc(Br)c1 |
| 64 | -1 | -6.8* | CCOC(=O)c1cc2c(s1)-c1c(C)cccc1OC2 |
| 65 | 1.6 | i | COc1ccc(C2(C(=O)Nc3ccc(S(N)(=O)=O)cc3)CCCC2)cc1 |
| 66 | -1.2 | i | CCOc1ccc(NC(=O)c2cc([N+](=O)[O-])ccc2N2CCOCC2)cc1 |
| 67 | -0.5 | i | OCCN1CNC(=S)NC1 |
| 68 | 0 | i | CCCCOc1cccc(OCC(=O)Nc2nc3ccccc3[nH]2)c1 |
| 69 | -0.96 | i | COc1ccccc1-n1c(=S)sc2c(=O)n(Cc3ccco3)c(SC)nc21 |
| 70 | 1.7 | i | CCC(=O)N1CCCn2c1nc1ccccc12 |
| 71 | 0.14 | i | COc1ccc(-c2nn(-c3ccccc3)cc2C(=O)n2nnc3ccccc32)cc1 |
| 72 | -1.1 | i | Cc1ccccc1C(=O)NCCCNC(=O)c1ccccc1C |
| 73 | -0.27 | i | COc1cccc(C(Nc2ccccn2)c2oc(CO)cc(=O)c2O)c1 (stereo not given) |
| 74 | 0.11 | i | COc1ccccc1C(=O)NCCn1cc(SCC(=O)Nc2nnc(C)s2)c2ccccc21 |
| 75 | 1.3 | i | Cc1c(C)c2ccc(OC(C)C(=O)N[C@@H](Cc3c[nH]c4ccccc34)C(=O)O)c(C)c2oc1=O (stereo not given in full) |
| 76 | -0.49 | i | O=C(c1cc(Cl)ccc1Cl)N1CCOCC1 |
| 77 | -0.22 | i | CN(C)c1cccc(C(=O)NNC(=S)NC2CCCC2)c1 |
| 78 | 1.9 | i | CC(=O)c1cc2c(cc1NC(=O)CN1CCN(c3cccc(C(F)(F)F)c3)CC1)OCO2 |
| 79 | 1.7 | i | COc1ccc(NC(=O)Nc2ccc(CC(=O)O)cc2)cc1 |
| 80 | -0.13 | i | COCCCN1C(=O)C(O)=C(C(=O)c2ccco2)C1c1ccc(Br)cc1 (stereo not given) |
| 81 | 0.66 | i | O=C1CC(=O)CC(c2ccccc2Cl)C1 |
| 82 | -0.43 | i | CCCC1(C(=O)O)NC(c2ccc(OC)cc2O)C2C(=O)N(c3ccc(OC)cc3)C(=O)C21 (stereo not given) |
| 83 | 1.9 | i | C=CCN1C=C2C(=O)C(C)(OC(=O)c3ccco3)C(=O)C(C=C)=C2C=C1C1CC1 (stereo not given) |
| 84 | 0.35 | i | CC(=O)Oc1ccc(-c2cccc(C(=O)NCC(=O)O)c2)cc1 |
| 85 | -0.15 | i | COc1ccc(OCC(=O)OCCN2C(=O)c3ccccc3C2=O)cc1 |
| 86 | 1.3 | i | CCOC(=O)c1nnn(-c2nonc2N)c1CN1CCCCCC1 |
| 87 | 0.32 | i | COc1cccc(NC(=O)COc2cc(C)cc3oc(=O)cc(C)c23)c1 |
| 88 | -0.97 | i | CCCCCCn1c(NCC)nc2c1c(=O)[nH]c(=O)n2C |
| 89 | -0.3 | i | COc1ccc(S(=O)(=O)N(CCC#N)Cc2ccco2)cc1OC |
| 90 | -1.3 | i | CN(C)/C=C(\C#N)C(=O)N/N=C/c1ccccc1 |
| 91 | -11* | i | CCc1cc(-c2n[nH]c(C)c2-c2nc(C)cs2)c(O)cc1OC |
| 92 | -8.2* | -5.1* | NS(=O)(=O)c1ccc(CCNCc2ccccc2OCc2ccc(Cl)cc2)cc1 |
| 93 | 0.37 | i | Cc1cc(C)cc(C(=O)NC(=S)Nc2ccc(-c3cc4ccccc4oc3=O)cc2)c1 |
| 94 | -0.23 | i | Cc1c(C(=O)N2CCCCC2C)sc2ncnc(N3CCc4ccccc4C3)c12 (stereo not given) |
| 95 | -0.06 | i | CCc1c(C)sc(NC(=O)c2cc(C)no2)c1C#N |
| 96 | 0.91 | i | Cc1cc(C)n2nc(SCCC(=O)NCCc3ccccc3)nc2n1 |
| 97 | -0.9 | i | C/C(=N/O)c1c(O)c(C)c(-c2ccccc2)n(-c2ccccc2)c1=O |
| 98 | 0.04 | i | COc1ccc(NC(=O)COC(=O)COc2cccc(Br)c2)cc1OC |
| 99 | 1.7 | i | N#Cc1cc2c(nc1SCC(=O)Nc1sc3c(c1C#N)CCC3)CCCCC2 |
| 100 | -0.61 | i | Cc1ccc(C(C(=O)NCC2CCCO2)N(C(=O)c2snc(C(N)=O)c2N)c2ccc(C(C)C)cc2)o1 (stereo not given) |
| 101 | 1 | i | CCOc1cccc2sc(NC(=O)CC)nc12 |
| 102 | -1.1 | i | COc1cc(C(C)=O)ccc1OCC(O)CN1CCN(c2ccc(C)cc2C)CC1 (stereo not given) |
| 103 | 1.8 | i | Nc1nn(-c2ccccc2Cl)cc1-c1nn[nH]n1 |
| 104 | 0.25 | i | COc1cccc(N2CCN(CC(=O)NC3=Nc4ccccc4N=C(C)C3c3ccccc3)CC2)c1 (stereo not given) |
| 105 | 2.1 | i | COc1cccc(CNc2ncnc3cc(OC)c(OC)cc23)c1 |
| 106 | -0.12 | i | COc1ccc(NC(=S)NNC(=O)c2cccs2)cc1 |
| 107 | . | i | c1ccc(NC2=NCCN2CCCC2CCCC2)cc1 |
| 108 | 0.01 | i | CCc1ccc(OCC(O)CN2CCN(c3ccc(OC)cc3)CC2)cc1 (stereo not given) |
| 109 | -1.8 | i | CCN1CCCC1CN(Cc1cc2ccc(C)cc2[nH]c1=O)C(=S)Nc1ccc(F)cc1 (stereo not given) |
| 110 | -0.08 | i | Oc1cccc(-c2nc3ccc4ccccc4c3c3c2CCC3)c1 |
| 111 | -1.6 | i | O=C(O)c1ccc(N/N=C/c2ccc(-c3cccc(Cl)c3)o2)cc1 |
| 112 | -0.41 | i | CC1(C)CC2(CCO1)OC(=O)CC2C(=O)Nc1cccc2ccccc12 (stereo not given) |
| 113 | 0.04 | i | CCOc1ccc(S(=O)(=O)Nc2ccc(C(=O)N(C)CC(=O)Nc3ccc(OC)cc3)cc2)cc1 |
| 114 | -0.02 | i | COc1cc(CN2CCN(C(=O)CC(C)C)CC2)cc(OC)c1OC |
| 115 | 1 | i | O=C(C1=C[C@H](c2csc3ccccc23)C[C@H](OCc2ccc(CO)cc2)O1)N1CCOCC1 |
| 116 | 0.16 | i | CCN1CCN(Cc2cc(=O)oc3cc(C)cc(C)c23)CC1 |
| 117 | 0.87 | i | CCCCOc1ccc(OC(=O)c2cccnc2)cc1 |
| 118 | 0.43 | i | Cc1cccc(NC(=O)CSc2nc3[nH]ncc3c(=O)[nH]2)c1C |

Screens as filed in PubChem.
